# Screens deposited in PubChem BioAssay by several laboratories.
# LANA DNA inh – KSHV C-LANA DNA binding inhibition. MBP-C-LANA/FAM-LBS DNA binding, fluorescence polarization. inhibition, % at 9 µM. 340,000 compounds, 0.078% hits;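 active = highest replicate inhibition at or above 60% at 9 µM, even if other replicates fall short; inactive = all replicates below 60% inhibition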;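 also: 0% = neutral control wells and 100% = 4 µM acridine orange control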
# V-ATPase pH – regulators of yeast V-ATPase proton transport; S. cerevisiae, pHLuorin cytosolic pH fluorescence; response, % at 10 µM; 350,000 compounds, 0.37% hits; in the data active = response mostly above about 7.3%, no sharp cut-off; inactive = mostly below about 5.4%; also: actives read high; inactives centre near 0; some compounds called inactive have numbers as strong as hits; reference of the scale not given here
# DAGLB inhibitor – diacylglycerol lipase beta (human) inhibition; Q8NCG7; HEK293T DAGLB membrane lysate, EnzChek fluorogenic substrate; inhibition, % at 5.17 µM; 340,000 compounds, 0.059% hits; in the data active = inhibition above about 34%;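 also: 0% = enzyme with vehicle and 100% = wells lacking enzyme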
# RTF Ca sens inh – cardiac RTF calcium desensitization. P19429+P45379. IANBD-labeled cardiac RTF, Ca2+ fluorescence. inhibition, % at 7.15 µM. 340,000 compounds, 0.12% hits. AID 493244;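 active = inhibition above the mean inhibition of all tested compounds plus 3 SD, cut at about 17% in these data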;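 also: assay run at fixed EC70 calcium of 1.6 mM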
# Arrestin-AP2 inh – human beta-arrestin and AP2 interaction inhibition; 340,000 compounds, 0.31% hits; FITC-arrestin peptide / GST-AP2 beads, flow cytometry; AP2 beta2 appendage carries R879A mutation; inhibition, % at 10 µM; AID 504490;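 active = inhibition above a set limit, near 3 SD of compounds lacking own fluorescence, cut at about 54% in these data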;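 also: plate controls were DMSO wells for no effect and 5 µM unlabelled arrestin peptide for full effect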
#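 System: GST-AP2 R879A glutathione beads; medium: PBS, Tween 20 0.05%, BSA 0.1%; reagent: fluorescein-tagged arrestin peptide at 50 nM final; schedule: pre-incubation 12 min, peptide binding 1 h, room temperature; detection: flow cytometry, FL1 (488/535 nm); read-out: inhibition as reduced fluorescein signal on beads, percent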
# Keap1 Nrf2 FP – inhibitors of human Keap1-Nrf2 protein-protein interaction; Q14145; Keap1 Kelch-Nrf2 peptide fluorescence polarization, 1536-well; inhibition, % at 9.4 µM; 340,000 compounds, 0.15% hits; AID 504523; in the data active = inhibition above about 12%;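 also: human Keap1 Kelch domain with fluorescein labeled Nrf2 9mer peptide probe; 0% = neutral control wells and 100% = peptide positive control; higher means more block of Keap1 binding to Nrf2 peptide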
# CAL PDZ FP-1 – inhibitors of human CAL PDZ peptide binding; 300,000 compounds, 0.92% hits; inhibition, % at 24.9 µM; Q9HD26; AID 602252; purified CAL PDZ, TMR-peptide fluorescence polarization, 1 h;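 active = mean inhibition of at least 30% with at least half of replicates also reaching 30%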;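 also: 0% = DMSO neutral control and 100% = excess unlabeled competitor peptide PRC23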
# Pemphigus Ab inh – human desmoglein-3 autoantibody binding inhibition; P32926; DSG3-coupled beads, scFv-anti-DSG3-GFP binding, flow cytometry; stronger effect = lower value; binding (percent of control), % at 10 µM; 310,000 compounds, 0.48% hits; AID 588358;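 active = binding more than 3 SD below its plate's average and above zero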;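 also: hits lower antibody fragment binding to DSG3; some compounds called inactive have numbers as strong as hits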
# CAL PDZ FP-2 – blocks peptide binding to human CAL PDZ domain; Q9HD26; purified CAL PDZ, TMR-peptide fluorescence polarization, 1 h; inhibition, % at 20 µM; 330,000 compounds, 0.02% hits; AID 504414;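 active = highest replicate inhibition of at least 40%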;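 also: plate controls were DMSO neutral control wells for no effect and unlabeled competitor peptide control wells for full effect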
#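 material = purified tagged CAL PDZ domain construct (CerCALP) | compound dosing = 20 µM, one dose | times = 1 h at RT | measured by = fluorescence polarization from S- and P-plane intensities, G-factor corrected | read-out = inhibition from polarization loss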
# NSD2 HMT inh – NSD2 (human) methyltransferase inhibition; NSD2 peptide methylation, AlphaScreen, 120 min; 310,000 compounds, 0.54% hits; inhibition, % at 12.5 µM; AID 743445; in the data active = inhibition above about 50%
# Target sequence (O96028 whole entry, looked up): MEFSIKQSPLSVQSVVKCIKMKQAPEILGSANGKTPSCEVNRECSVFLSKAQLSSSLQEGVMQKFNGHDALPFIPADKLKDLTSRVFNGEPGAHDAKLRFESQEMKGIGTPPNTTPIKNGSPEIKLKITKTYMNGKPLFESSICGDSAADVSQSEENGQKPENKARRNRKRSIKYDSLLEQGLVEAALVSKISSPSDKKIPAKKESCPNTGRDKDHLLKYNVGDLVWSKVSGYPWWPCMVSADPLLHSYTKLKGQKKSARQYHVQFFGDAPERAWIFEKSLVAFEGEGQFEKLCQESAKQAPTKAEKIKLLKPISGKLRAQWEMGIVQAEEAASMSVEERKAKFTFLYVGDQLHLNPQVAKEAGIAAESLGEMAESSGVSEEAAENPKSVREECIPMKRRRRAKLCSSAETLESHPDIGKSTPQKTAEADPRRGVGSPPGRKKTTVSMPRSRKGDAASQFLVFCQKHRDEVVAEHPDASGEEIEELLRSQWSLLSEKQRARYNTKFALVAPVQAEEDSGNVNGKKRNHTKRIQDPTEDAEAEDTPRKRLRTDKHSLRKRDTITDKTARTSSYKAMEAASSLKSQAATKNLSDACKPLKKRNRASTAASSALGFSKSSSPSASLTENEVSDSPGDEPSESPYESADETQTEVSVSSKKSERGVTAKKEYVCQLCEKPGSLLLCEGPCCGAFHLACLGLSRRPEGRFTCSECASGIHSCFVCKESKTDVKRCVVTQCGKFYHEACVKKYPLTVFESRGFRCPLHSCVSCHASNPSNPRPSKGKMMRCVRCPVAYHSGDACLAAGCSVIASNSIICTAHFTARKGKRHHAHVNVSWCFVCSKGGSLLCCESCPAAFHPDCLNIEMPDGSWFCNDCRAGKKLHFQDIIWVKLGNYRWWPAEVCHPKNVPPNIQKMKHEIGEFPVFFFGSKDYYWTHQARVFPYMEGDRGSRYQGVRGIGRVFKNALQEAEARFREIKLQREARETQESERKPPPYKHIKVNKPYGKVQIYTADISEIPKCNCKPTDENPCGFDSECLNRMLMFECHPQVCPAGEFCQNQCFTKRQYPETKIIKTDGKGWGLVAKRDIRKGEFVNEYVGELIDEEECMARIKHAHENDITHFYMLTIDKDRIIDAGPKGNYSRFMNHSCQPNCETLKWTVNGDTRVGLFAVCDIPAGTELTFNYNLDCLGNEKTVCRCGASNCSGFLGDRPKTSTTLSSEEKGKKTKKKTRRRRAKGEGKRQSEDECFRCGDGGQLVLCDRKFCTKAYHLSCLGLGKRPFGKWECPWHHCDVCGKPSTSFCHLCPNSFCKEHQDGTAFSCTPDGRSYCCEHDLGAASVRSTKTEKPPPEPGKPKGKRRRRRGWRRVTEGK
# An asterisk follows results filed as active; . = not tested or not shown. Only part of the results is shown; rates above refer to the full screens.
SMILES,LANA DNA inh,V-ATPase pH,DAGLB inhibitor,RTF Ca sens inh,Arrestin-AP2 inh,Keap1 Nrf2 FP,CAL PDZ FP-1,Pemphigus Ab inh,CAL PDZ FP-2,NSD2 HMT inh
CC12CCC(O)CC1CCC1C2CCC2(C)C(C(=O)CC(O)C(F)(F)F)CCC12 (stereo not drawn),-1.2,5.1,-3.6,-1.9,-3.3,-4.2,-6.4,102.8,-2.0,-0.5
Cc1ccc(C)c(CN2CCC(n3nnc4cc(F)ccc43)CC2)c1,-1.9,-1.1,-9.3,-1.1,-7.0,1.3,-3.4,109.3,-2.3,-13.3
CC(=O)CC(=O)C1C(=O)N(C)C(=O)N(C)C1=O,1.8,-5.8,1.4,-8.8,34.8,-2.4,-0.1,.,-0.7,-3.2
CCOC(=O)c1cc2c(cn1)[C@H](CCO)NC2,0.0,-2.2,0.1,-7.8,1.6,0.4,-3.5,103.8,0.0,.
COC(=O)CCCNC(=O)CN1CC(c2ccccc2)CC1=O (stereo not drawn),-0.1,-0.1,2.8,-7.2,.,1.7,.,104.0,-0.6,-1.5
Cc1cccnc1NC1=NCC(C)S1 (stereo not drawn),0.0,-0.9,0.2,-0.5,-3.4,-0.3,-2.1,109.7,-0.2,-1.5
O=P(Oc1ccccc1)(N1CCOCC1)N1CCOCC1,-1.5,-0.2,-0.6,-4.0,5.7,-2.8,-2.9,.,-1.2,-0.7
COc1ccc(C2NCc3ccc4c(c3-n3cccc32)OCO4)cc1OC (stereo not drawn),-1.2,-0.2,2.8,-2.7,7.0,-0.2,.,110.0,-2.0,.
CC(C)OP(=O)(O)NC(=O)c1ccccc1,-1.5,2.7,-1.9,-18.6,7.1,-3.1,-2.7,101.7,-2.6,-2.2
Cc1cc(O)c2c(C)c(CC(=O)N3C[C@H]4C[C@@H](C3)c3cccc(=O)n3C4)c(=O)oc2c1,0.0,-1.1,-2.7,-2.8,1.1,0.6,-1.4,.,0.7,.
COc1ccc(C2=NCC(=O)N(CC(=O)NCc3ccco3)c3sc4c(c32)CCCC4)cc1,0.5,0.9,2.9,1.4,9.3,-8.7,-2.9,76.1*,-3.2,.
CCc1c(-c2ccccc2)nc2ccccc2c1C(=O)N1CCC2(CC1)OCCO2,0.1,-0.8,-0.5,-11.9,7.9,-0.5,-2.6,98.5,-2.1,-1.4
CC/C(=N\N1CCN(C)CC1)c1c(O)[nH]c(=O)[nH]c1=O,1.8,0.9,-3.7,-1.2,-10.4,-1.6,0.1,102.8,0.8,1.9
CSCCC(N=Cc1c(O)n(-c2ccc(F)cc2)c(=O)[nH]c1=O)C(=O)OC(C)(C)C (stereo not drawn),1.2,-3.5,-0.3,-4.6,30.5,-2.0,-0.3,.,0.0,0.4
O=C(O)C(O)(c1ccccc1)C1CCCCC1 (stereo not drawn),0.2,-0.8,-0.9,-14.9,6.6,-0.1,-1.8,107.1,-0.2,4.9
CC(=NCCc1c[nH]c2ccccc12)c1c(O)n(Cc2ccccc2)c(=O)[nH]c1=O,0.1,1.2,5.9,-1.4,-5.2,-5.5,.,111.8,0.3,-0.8
CCC(=O)C(CCN1CCOCC1)(c1ccccc1)c1ccccc1,-1.3,0.6,-1.2,-0.6,12.5,4.1,0.3,102.8,-0.3,-1.2
COC(=O)C1=C(c2c(C)noc2C)C[C@@H]2CC[C@H]1N2C(=O)N1CCCC1,2.0,-0.2,-0.2,-8.8,2.9,-2.7,2.0,104.2,-0.8,.
CCOc1cc(C=C2C(=O)NC(=O)NC2=O)ccc1OS(=O)(=O)c1ccccc1,0.0,-0.1,-1.4,-6.8,31.1,-8.1,.,97.5,-1.2,.
CCOC(=O)C1CCN(/C=C2\C(=O)NC(=S)N(CC)C2=O)CC1,0.6,4.3,1.1,0.3,4.7,-0.5,-0.3,104.2,-1.2,0.8
CN(C)CP(=O)(Nc1ccccc1)N(C)C (stereo not drawn),-0.5,1.6,-0.1,3.9,4.9,-0.8,-1.5,96.2,0.2,9.1
Cc1ccc(CN(Cc2ccccc2)C(=S)NCC(=O)N2CCC3(CC2)OCCO3)o1,0.6,-0.9,-2.5,-5.5,11.5,-0.1,9.3,102.4,-1.1,2.7
O=C1NC(=O)N(c2ccccc2)C(=O)/C1=C/c1ccc(Sc2ccccc2)o1,5.2,-0.7,26.7,-1.4,6.0,-10.0,-3.4,96.9,.,.
O=[N+]([O-])c1oc2ccc3ccccc3c2c1CCO,-0.6,-1.8,1.4,-0.4,12.3,2.2,-6.4,97.2,-0.7,4.4
O=C(c1ccc(CS(=O)(=O)c2ccc(Br)cc2)o1)N1CCC2(CC1)OCCO2,-1.2,-1.4,-1.2,-3.8,26.2,3.1,.,96.9,-0.9,2.1

# Record cards, as listed above. Order of values: LANA DNA inh	V-ATPase pH	DAGLB inhibitor	RTF Ca sens inh	Arrestin-AP2 inh	Keap1 Nrf2 FP	CAL PDZ FP-1	Pemphigus Ab inh	CAL PDZ FP-2	NSD2 HMT inh
# Listed for `CN(C)CP(=O)(Nc1ccccc1)N(C)C` (stereo not drawn) = -0.5	1.6	-0.1	3.9	4.9	-0.8	-1.5	96.2	0.2	9.1
# Listed for `O=C(O)C(O)(c1ccccc1)C1CCCCC1` (stereo not drawn) = 0.2	-0.8	-0.9	-14.9	6.6	-0.1	-1.8	107.1	-0.2	4.9
# Listed for `CC12CCC(O)CC1CCC1C2CCC2(C)C(C(=O)CC(O)C(F)(F)F)CCC12` (stereo not drawn) = -1.2	5.1	-3.6	-1.9	-3.3	-4.2	-6.4	102.8	-2.0	-0.5
# Listed for `O=P(Oc1ccccc1)(N1CCOCC1)N1CCOCC1` = -1.5	-0.2	-0.6	-4.0	5.7	-2.8	-2.9	.	-1.2	-0.7

# The main list resumes; the 2 compounds before the break are reprinted first.
SMILES,LANA DNA inh,V-ATPase pH,DAGLB inhibitor,RTF Ca sens inh,Arrestin-AP2 inh,Keap1 Nrf2 FP,CAL PDZ FP-1,Pemphigus Ab inh,CAL PDZ FP-2,NSD2 HMT inh
O=[N+]([O-])c1oc2ccc3ccccc3c2c1CCO,-0.6,-1.8,1.4,-0.4,12.3,2.2,-6.4,97.2,-0.7,4.4
O=C(c1ccc(CS(=O)(=O)c2ccc(Br)cc2)o1)N1CCC2(CC1)OCCO2,-1.2,-1.4,-1.2,-3.8,26.2,3.1,.,96.9,-0.9,2.1
COc1ccc2[nH]c3c(c2c1)CCN=C3C,-2.0,-0.1,7.7,-9.4,10.8,-8.2,-4.9,119.3,4.4,.
O=C(O)c1cccc(NC(=O)N2C[C@H]3C[C@@H](C2)c2cccc(=O)n2C3)c1,1.1,-2.7,-1.3,0.8,-0.1,-2.2,-1.4,92.4,1.2,.
c1cncc(C2CCCCN2)c1 (stereo not drawn),2.7,-0.5,-2.8,1.7,1.9,-0.8,0.2,101.4,1.2,.
CCCCn1c(=O)c(C=Nc2ccc(Cl)cc2)c(O)n(Cc2ccco2)c1=O,-2.0,0.3,-3.5,-7.5,5.1,-7.0,-3.3,83.8,-2.0,.
C[C@]12CCC3[C@@H](CC[C@H]4C[C@@H](O)CC[C@]34C)C1CCC2=O (stereo partly drawn),1.0,1.6,-4.5,5.8,5.9,-5.0,-3.2,115.3,-1.6,-2.8
C1CC2NCCC3NCCC(N1)N32 (stereo not drawn),3.2,0.6,-0.3,-6.7,-16.8,-1.0,-35.0,94.5,-3.0,1.3
COc1ccc(/C=C2\C(=N\O)C3CCN2CC3)cc1,0.4,-1.8,-2.5,6.0,42.2,1.8,-3.2,.,-1.1,8.5
CCCCCCCCn1sccc1=O,1.0,36.6*,-13.1,-2.9,.,-2.8,2.1,87.1*,0.1,.
CC(=O)Nc1ccc2c(c1)CC1(C(=O)N(C)C(=O)N(C)C1=O)C1CCCN21 (stereo not drawn),0.6,1.0,2.0,-13.7,5.0,0.7,-0.5,96.2,-1.0,4.5
CC1=CC2OC3CC4OC(=O)C=CC=CC(=O)OCCC(C)C(O)C(=O)OCC2(CC1O)C4(C)C31CO1 (stereo not drawn),-3.2,-1.1,2.2,1.3,10.2,-2.0,-7.9,89.9,-0.4,0.4
CN1C(=O)C(Cc2ccccc2)C(=O)N(C)C1=O,1.2,2.4,-0.4,-15.3,-16.8,-0.5,0.7,103.3,-0.3,0.3
COc1ccc(N2C(=O)NC(=O)/C(=C\c3ccc([N+](=O)[O-])s3)C2=O)cc1,19.1,102.3*,14.1,2.3,8.4,-8.5,-5.8,96.9,-0.1,51.4*
COC(=O)C1=C(c2ccc(S(C)(=O)=O)cc2)C[C@@H]2CC[C@H]1N2C(=O)NCc1ccccc1,-1.2,2.4,-4.8,-4.2,26.2,-4.1,-0.4,100.2,1.1,.
COc1ccc(Cn2c(O)c(/C=N/NC(=O)c3ccccc3)c(=O)[nH]c2=O)cc1,-0.9,1.9,1.4,2.3,23.2,-1.7,-5.5,85.3,-2.2,-1.5
COc1cccc(OCc2cc(C(=O)N3C[C@H]4C[C@@H](C3)c3cccc(=O)n3C4)no2)c1,1.7,1.4,-0.5,-10.8,-1.9,6.0,0.1,.,-0.4,-0.6
CCCCOC(=O)c1ccccc1C(=O)OCc1ccccc1,0.0,-2.3,-8.9,0.4,13.3,-2.1,-3.0,101.6,0.5,.
Cc1ccccc1NS(=O)(=O)c1ccc(OCC(=O)N2CCN(C)CC2)cc1,0.4,-2.3,0.5,-12.4,-4.3,-1.3,2.6,110.5,0.3,-1.5
COC(=O)C1=C(c2cccc(C#N)c2)C[C@@H]2CC[C@H]1N2C(=O)NC1Cc2ccccc2C1,1.8,2.9,-5.1,-4.5,11.2,5.2,0.9,103.5,0.5,.
CCOC(=O)C1(c2ccccc2)CCN(CCC(=O)Nc2cccc(Br)c2)CC1,0.4,0.8,-2.4,-9.0,-1.5,0.6,.,95.3,-1.2,-1.7
COC(=O)C1=C(c2ccc(C(C)=O)cc2)C[C@@H]2CC[C@H]1N2C(=O)N1CCC(C)CC1,-0.1,-3.4,0.7,-4.5,5.7,-6.5,2.0,103.6,1.5,.
CC(=O)c1c(O)n(C2CCCCCC2)c(=O)[nH]c1=O,0.1,-0.7,4.7,-4.1,49.4,-3.8,10.5,.,-0.8,-1.3
N#CC(C#N)=Cc1ccc(O)c(O)c1,0.0,5.7,5.2,-0.8,-3.4,-8.4,-2.2,.,-0.7,.
CCOC(=O)C1CCN(/C=C2/C(=O)NC(=S)N(c3cccc(OC)c3)C2=O)CC1,-1.0,-0.6,2.5,4.7,-3.1,-4.7,-3.1,102.2,-1.7,3.4
CC(C(=O)c1ccc2ccccc2c1)N1CCCCC1 (stereo not drawn),-1.4,-1.6,-0.7,-3.7,5.7,-1.0,.,95.9,-0.4,-4.0
CCN1CCN(c2cc(N3CCCC3)c(F)cc2[N+](=O)[O-])CC1,-1.6,0.1,3.2,-4.0,-8.4,-6.1,-2.6,131.4,-1.4,35.3
COc1cc2[nH]c(=O)n(-c3cccc(Cl)c3)c(=O)c2cc1OC,0.7,-7.2,3.0,-1.4,1.8,0.1,2.2,85.1,-1.6,1.0
